High-throughput results (PubChem BioAssay)
TPT1 inhibitor = inhibitors of Candida albicans tRNA 2'-phosphotransferase TPT1. recombinant caTPT1, FP RNA substrate dephosphorylation. inhibition, % at 5 µM. 300,000 tested, 0.81% active;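 active = inhibition above the mean of all tested compounds plus 3 SD, set per screening campaign, cut at about 24% in these data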;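 note: plate controls were DMSO alone for no effect and ferristatin control at 100 nM for full effect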
PP1 counter = PP1-alpha (human) inhibition in PP5 counter-screen | AID 2235 | 320,000 tested, 0.9% active | purified PP1alpha, OMFP fluorescence | P62136 | inhibition, % at 6.7 µM;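 active = inhibition above the mean inhibition of all tested compounds plus 3 SD, computed separately for each screening campaign, cut at about 15% in these data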
Target sequence (P62136 whole entry, looked up): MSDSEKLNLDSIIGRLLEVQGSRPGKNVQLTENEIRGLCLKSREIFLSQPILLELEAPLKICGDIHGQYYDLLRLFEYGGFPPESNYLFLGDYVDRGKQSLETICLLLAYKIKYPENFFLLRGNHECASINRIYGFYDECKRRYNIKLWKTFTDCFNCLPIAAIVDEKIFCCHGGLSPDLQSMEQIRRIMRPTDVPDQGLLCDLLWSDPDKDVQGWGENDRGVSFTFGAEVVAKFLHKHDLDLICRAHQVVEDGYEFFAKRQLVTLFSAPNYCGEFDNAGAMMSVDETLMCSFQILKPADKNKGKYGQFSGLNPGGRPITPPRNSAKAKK
ZTA counter = ZTA (EBV) inhibition in EBNA-1 counter-screen | AID 2234 | 320,000 tested, 0.15% active | ZTA-DNA binding, fluorescence polarization | inhibition, % at 11 µM; in the data active = inhibition above about 33%
Target sequence (P03206 whole entry, looked up): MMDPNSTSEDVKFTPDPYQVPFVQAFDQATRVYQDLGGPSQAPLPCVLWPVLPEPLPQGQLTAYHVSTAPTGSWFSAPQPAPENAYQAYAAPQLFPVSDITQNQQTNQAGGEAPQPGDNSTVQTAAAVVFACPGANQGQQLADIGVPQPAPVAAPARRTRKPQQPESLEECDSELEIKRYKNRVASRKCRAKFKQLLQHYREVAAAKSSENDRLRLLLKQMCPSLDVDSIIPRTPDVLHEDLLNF
PREPL inh = inhibits the human prolyl oligopeptidase-like enzyme; Q4J6C6; 320,000 tested, 0.68% active; recombinant PREPL, fluorescence polarization activity-based probe; inhibition, % at 5.96 µM; in the data active = inhibition above about 43%;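 note: 0% = enzyme with DMSO and 100% = wells lacking enzyme; many of its hits are not listed in these tables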
Efflux pump mplx = antifungal efflux pump inhibition, Nile Red retention; inhibition, % at 10 µM; S. cerevisiae Candida pump triplex; 330,000 tested, 0.44% active;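 active = plate passing quality check with inhibition over a set limit, or well fluorescence over plate mean plus 4 SD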;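 note: Nile Red retained in pooled yeast measured as flow cytometry median fluorescence; 0% = buffer negative control and 100% = Enniatin B positive control; higher means more Nile Red kept so more efflux inhibition; some compounds called inactive have numbers as strong as hits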
PP5 primary = inhibitors of human protein phosphatase 5 (PP5); P53041; purified PP5c, OMFP substrate fluorescence; inhibition, % at 6.7 µM; 320,000 tested, 0.18% active; AID 1987;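 active = inhibition above the campaign's mean inhibition across all tested compounds plus 3 SD, cut at about 9.5% in these data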;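 note: 0% = DMSO only and 100% = 100 µM cantharidin control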
Target sequence (P53041 whole entry, looked up): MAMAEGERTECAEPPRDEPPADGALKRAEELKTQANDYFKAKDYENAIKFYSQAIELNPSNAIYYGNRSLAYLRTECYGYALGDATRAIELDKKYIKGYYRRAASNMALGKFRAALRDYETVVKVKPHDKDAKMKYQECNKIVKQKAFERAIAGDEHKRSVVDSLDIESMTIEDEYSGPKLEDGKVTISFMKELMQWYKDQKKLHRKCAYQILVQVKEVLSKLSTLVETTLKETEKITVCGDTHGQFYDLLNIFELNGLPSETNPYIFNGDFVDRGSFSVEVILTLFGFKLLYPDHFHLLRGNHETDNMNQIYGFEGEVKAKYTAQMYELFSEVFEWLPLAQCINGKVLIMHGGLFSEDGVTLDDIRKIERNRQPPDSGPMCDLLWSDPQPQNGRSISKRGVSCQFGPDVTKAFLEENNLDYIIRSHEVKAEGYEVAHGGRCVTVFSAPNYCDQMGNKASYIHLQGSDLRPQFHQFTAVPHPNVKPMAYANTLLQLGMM
EBNA-1 inhibitor = blocks EBNA-1 binding to DNA; EBNA-1 DNA binding, fluorescence polarization; inhibition, % at 14.8 µM; 300,000 tested, 0.34% active; AID 1950; in the data active = inhibition above about 28%
core dimer inh = HCV core protein dimerization inhibition; TR-FRET GST/Flag-core106 dimerization, 1536-well; inhibition, % at 5 µM; 300,000 tested, 0.33% active;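 active = inhibition above the mean of all tested compounds plus 3 SD, set per screening campaign, cut at about 45% in these data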
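assay system = GST-tagged and Flag-tagged HCV core protein residues 1-106 | controls = unlabelled core106 and no-GST-core106 wells | incubation = compound-protein-antibody incubation 4 h at 22.5 °C | probe or stimulus = Eu donor and XL665 acceptor anti-tag antibodies | read-out = % inhibition based on acceptor/donor emission ratio | signal = TR-FRET 671 and 617 nm emission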
CTSL1 counter = counter-screen for PFM18AAP inhibitors: inhibitors of F. hepatica cathepsin L1; recombinant F. hepatica cathepsin L1, Z-Leu-Arg-MCA fluorescence; 300,000 tested, 0.49% active; AID 1906; inhibition, % at 5.96 µM;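 active = inhibition above the mean of all tested compounds plus 3 SD, set per screening campaign, cut at about 17% in these data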;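 note: 0% = plate median of test compound wells and 100% = 1 µM Z-Phe-Ala-diazomethylketone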
* = called active by the depositor; nt = no result given.

SMILES	TPT1 inhibitor	PP1 counter	ZTA counter	PREPL inh	Efflux pump mplx	PP5 primary	EBNA-1 inhibitor	core dimer inh	CTSL1 counter
O=S1(=O)NC(=NCc2ccco2)c2ccccc21	0.2	-1.3	2.2	1.5	0.0	0.9	2.0	-0.9	-1.5
O=C1N=C(c2ccccc2)C(c2ccccc2)N1 (centres undefined)	-2.1	0.1	-9.0	17.9	-0.2	-0.8	0.7	-7.0	-0.2
Cc1ccc(-n2ccc(=O)c(C(=O)Nc3ccc(S(=O)(=O)Nc4nccs4)cc3)n2)cc1	-0.6	-5.6	23.2	42.9	0.1	0.5	5.5	11.1	3.1
CCC(=O)NNc1nc2c(C)cccc2s1	-1.6	-3.0	2.8	3.5	0.0	-1.9	2.1	-3.1	-3.1
CC1CCCCN1CCCNC(=O)CCCN1C(=O)c2cccnc2Sc2ccccc21 (centres undefined)	-4.2	-1.1	-5.3	-0.6	0.1	2.6	-1.7	6.5	-4.6
CCC(=O)N(C)CCc1cc2c(c(OC)c1/C=N/NC(=O)[C@H]1C[C@@H]1c1ccccc1)OCO2	0.6	-3.4	5.1	6.7	3.5*	-1.5	-2.1	4.0	2.2
NC(=O)c1c(NC(=O)c2c(F)cccc2F)sc2c1CCN(Cc1ccccc1)C2	36.4*	7.3	5.5	15.4	-0.2	1.5	10.3	-9.2	3.0
COc1cc(NC(=O)c2ccc(S(=O)(=O)N(C)C)cc2)cc(OC)c1OC	-0.1	4.5	9.8	-7.9	0.1	-0.7	-11.5	0.5	0.7
O=C(c1cc(-c2ccncc2)nc2ccccc12)N1CCN(S(=O)(=O)/C=C/c2ccccc2)CC1	-4.2	-1.0	1.5	-54.2	0.1	2.1	2.0	10.0	2.2
O=C(/C=C/c1ccc(Br)o1)Nc1nnc(C2CC2)s1	7.8	13.6	-3.9	-4.8	0.2	-1.3	-5.0	24.4	1.2
Cc1ccc(S(=O)(=O)N(C)Cc2nc(-c3ccccn3)no2)cc1	1.4	-0.2	-6.6	-11.4	0.0	-0.4	4.9	-2.6	2.5
O=C(Nc1cccc(Cl)c1)c1csc(-c2ccccc2)n1	-3.0	-2.4	17.8	-1.2	-0.1	-0.9	-1.8	4.8	5.8
COc1ccc(C(C(=O)NC2CCCC2)N(Cc2ccccc2)C(=O)c2snc(C(N)=O)c2N)cc1OC (centres undefined)	0.4	4.6	-5.2	-9.7	0.1	2.5	-8.4	0.9	-1.6
O=C1c2ccccc2C(Nc2ccc(S(=O)(=O)N3CCCCCC3)cc2)N1Cc1ccco1 (centres undefined)	-4.0	0.9	13.9	1.4	0.0	3.0	12.7	30.9	0.3
CCCCSc1nnc2c(n1)[nH]c1ccccc12	-2.6	-0.5	-3.2	4.4	0.2	1.3	-2.9	4.4	4.4
O=C(Cn1ncc2c([nH]c3ccccc32)c1=O)Nc1ccc(F)cc1F	1.4	11.4	-10.9	-2.1	0.1	3.7	12.0	3.2	-4.0
COC(=O)c1cc(OC)c(OC)cc1NC(=O)CSc1nnc(-c2cccnc2)n1C	-0.5	-4.8	-11.1	-18.4	0.2	2.6	-8.2	4.1	0.4
CCc1cccc2c(C(=O)C(NCCCOC)c3ccccc3)c[nH]c12 (centres undefined)	-2.0	-1.9	-14.9	10.7	-0.1	3.6	4.5	-19.4	5.6
Cc1ccnc2nc(C(=O)Nc3cc(Cl)ccc3N3CCOCC3)nn12	-1.1	1.6	0.2	15.0	0.0	0.9	-3.4	8.7	-0.7
CN(C)[C@@H](CO)c1nnc([C@H](CCC(=O)O)NC(=O)C2CCNCC2)o1	-2.2	-0.1	-4.4	8.7	nt	2.2	-7.3	-6.2	-4.2

The last 2 records of the part above open the next one.
SMILES	TPT1 inhibitor	PP1 counter	ZTA counter	PREPL inh	Efflux pump mplx	PP5 primary	EBNA-1 inhibitor	core dimer inh	CTSL1 counter
Cc1ccnc2nc(C(=O)Nc3cc(Cl)ccc3N3CCOCC3)nn12	-1.1	1.6	0.2	15.0	0.0	0.9	-3.4	8.7	-0.7
CN(C)[C@@H](CO)c1nnc([C@H](CCC(=O)O)NC(=O)C2CCNCC2)o1	-2.2	-0.1	-4.4	8.7	nt	2.2	-7.3	-6.2	-4.2
COc1cc(/C=C2/SC(=S)N(Cc3ccccc3)C2=O)cc(OC)c1O	89.8*	-3.3	8.4	-19.2	0.8	10.8*	2.0	0.7	1.8
COc1ccc(C(=O)CNc2ccc(C)cc2C)cc1	1.3	-5.2	-1.7	3.1	0.1	0.5	0.3	-3.7	-0.2
S=C(NCc1ccc(Cl)cc1Cl)NC1CCCCC1	-2.8	4.2	-1.3	9.2	0.0	4.0	0.6	-3.2	-0.6
Cc1nn(C)c(C)c1CCC(=O)O	-1.2	-1.7	5.0	6.2	0.3	0.5	-0.9	-1.5	0.7
CC1CCCC(NC(=O)c2ccc3c(=O)n(CC4CCCO4)c(=O)[nH]c3c2)C1C (centres undefined)	-2.4	-2.9	-2.8	5.4	0.1	1.1	2.1	-0.6	3.9
COc1cccc(CNC(=O)CN(C)S(=O)(=O)c2cccc3cccnc23)c1	1.7	-2.6	-2.0	-1.9	0.0	0.3	-1.1	-6.8	-0.6
c1ccc(-c2ccc(OCCCNC3CCCC3)cc2)cc1	-2.5	0.0	7.4	28.1	-0.2	-2.7	6.8	-5.6	-15.4
CCC(CC)C(=O)c1c[nH]c(C(=O)NCc2ccccc2OC)c1	1.2	-1.6	4.1	0.3	-0.3	1.7	9.0	7.0	1.3
COC(=O)C1=NN(C(C)=O)C2(CC(=O)N(c3cc(C)cc(C)c3)C2=O)C1 (centres undefined)	-2.2	-0.7	-6.0	-2.4	-0.1	1.6	3.4	-3.5	1.6
NC(=O)c1ccc2c(=O)n3c(-c4cc(Cl)c(N)c(Cl)c4)csc3nc2c1	0.6	5.6	10.4	0.1	-0.1	1.5	-4.6	9.1	-3.8
CCCn1c(N)c(N(CCOC)C(=O)c2ccc(N(C)S(=O)(=O)c3ccc(C)cc3)cc2)c(=O)[nH]c1=O	-1.4	-6.3	-5.7	1.8	0.1	0.2	-24.6	-0.3	-5.1
O=C1CC(=O)C(n2cncn2)C(c2ccc(Cl)cc2Cl)C1 (centres undefined)	0.2	7.6	-12.5	-7.5	0.1	3.1	-9.9	-0.4	1.6
CC(=O)c1ccc(N=Nc2ccc(N)cc2)cc1	2.6	4.7	2.3	10.5	0.0	1.6	-1.2	-10.3	2.7
CCN1CN(Cc2ccco2)CNC1=S	2.3	-1.4	-1.6	-0.2	-0.7	1.1	8.1	-3.2	2.3
Cc1ccc(/C=C2\SC(=S)N(c3cccnc3)C2=O)cc1	2.3	2.8	2.7	3.8	0.1	-1.4	-11.7	12.6	1.6
CC(=O)Oc1cccc(/C=c2\sc3nc(-c4ccco4)nn3c2=O)c1	7.5	-0.4	3.8	24.1	-0.1	-0.4	3.8	7.2	-7.1
CCn1c2ccccc2c2c3ncc4cccn4c3ccc21	33.0*	9.5	-4.9	6.3	-0.1	1.9	12.9	-10.5	7.7
O=C(Nc1ccc(F)c(F)c1)c1ccccc1-c1ccccc1	-0.4	-1.6	4.9	-12.8	0.1	1.6	-1.5	0.8	-1.8
O=C1NCCN1Cc1ccccc1	-3.0	-5.0	0.8	-4.8	-0.1	-0.3	7.5	-2.0	-2.4
Oc1ccccc1C1=NCCNC(C(F)(F)C(F)F)=C1	1.3	-0.8	-3.6	18.7	0.1	-0.5	-2.2	2.7	4.2
Cc1ccc(S(=O)(=O)N2CCOCC2)cc1C(=O)Nc1c(C)n(C)n(-c2ccccc2)c1=O	-1.4	-3.0	11.7	-0.6	0.0	2.2	9.1	1.0	-0.8
O=C(NCCS(=O)(=O)NCCCc1ccccc1)c1ccccc1	0.5	-5.6	-2.3	-21.5	0.0	0.8	-12.8	-1.1	-0.9
COc1ccc(CNC(=O)COC(=O)c2ccc(C)c(S(=O)(=O)N3CCOCC3)c2)cc1OC	nt	-2.2	-5.0	12.7	-0.1	1.6	nt	nt	nt
O=C(NCC1CCCO1)c1ccc2c(=O)n(-c3ccc(F)cc3)c(=S)[nH]c2c1 (centres undefined)	1.2	-13.4	1.1	-3.7	0.0	-2.6	-10.2	3.0	2.8
CCCn1c(SCC(=O)N2CCc3ccccc3C2)nc2c1c(=O)n(C)c(=O)n2C	-0.7	2.3	0.4	22.5	0.0	0.5	-8.1	1.4	-1.4
Cn1c(Cn2c(=O)sc3ccccc32)nnc1SCc1ccc(F)cc1	1.7	-5.6	0.3	3.0	0.3	0.3	0.1	4.3	-5.0
CC1CCCCC12NC(=O)N(CC(=O)Nc1sccc1C(N)=O)C2=O (centres undefined)	nt	1.6	3.0	18.6	-0.2	-0.4	nt	nt	nt
Cc1ccc(C(=O)CSC2=C(C#N)C(c3ccco3)CC(=O)N2)c(C)c1 (centres undefined)	0.1	2.7	-21.6	15.0	-0.1	0.8	1.6	8.4	-0.2
CC1CCN(c2nc(NCc3ccco3)nc(N)c2[N+](=O)[O-])CC1	1.9	-2.7	-12.1	-2.7	-0.2	2.2	-8.5	-2.5	-1.7
Cc1ccnn1CC(=O)N/N=C/c1ccc([N+](=O)[O-])s1	-1.5	-1.6	-10.1	21.9	0.0	3.7	8.2	-7.5	0.1
C=CCNC(=O)c1cc2nc(C3CC3)cc(C(F)F)n2n1	1.2	-3.8	9.0	4.7	-0.5	-1.2	7.0	3.0	9.5
Cc1cccc(C)c1N1CCN(c2nc(N(C)C)oc(=O)c2C#N)CC1	2.3	-3.3	-17.6	1.3	0.0	2.6	-1.8	-6.2	-5.8
O=C(Nc1ccccc1N1CCOCC1)c1cc(=O)[nH]c2ccccc12	nt	-3.4	7.3	16.2	-0.1	2.7	nt	nt	nt
COc1cc(/C=N/N=C(N)N)ccc1OCc1ccccc1Cl	-3.3	13.6	15.9	49.4*	0.1	1.2	1.7	-8.2	3.4
Cc1ccc2nc(SCC(=O)c3ccccc3)nc(=O)n2c1	-2.5	1.4	0.0	4.5	-0.1	-1.5	-7.1	-7.4	0.4
CN(C)CCCN(C(=O)CCSc1ccccc1)c1nc2cc3c(cc2s1)OCO3	-3.0	8.2	-15.3	-29.3	-0.1	2.6	-3.7	-10.8	0.5

Among those listed so far, 7 have a furan ring, fused or not.
SMILES	TPT1 inhibitor	PP1 counter	ZTA counter	PREPL inh	Efflux pump mplx	PP5 primary	EBNA-1 inhibitor	core dimer inh	CTSL1 counter
O=S1(=O)NC(=NCc2ccco2)c2ccccc21	0.2	-1.3	2.2	1.5	0.0	0.9	2.0	-0.9	-1.5
O=C(/C=C/c1ccc(Br)o1)Nc1nnc(C2CC2)s1	7.8	13.6	-3.9	-4.8	0.2	-1.3	-5.0	24.4	1.2
O=C1c2ccccc2C(Nc2ccc(S(=O)(=O)N3CCCCCC3)cc2)N1Cc1ccco1 (centres undefined)	-4.0	0.9	13.9	1.4	0.0	3.0	12.7	30.9	0.3
CCN1CN(Cc2ccco2)CNC1=S	2.3	-1.4	-1.6	-0.2	-0.7	1.1	8.1	-3.2	2.3
CC(=O)Oc1cccc(/C=c2\sc3nc(-c4ccco4)nn3c2=O)c1	7.5	-0.4	3.8	24.1	-0.1	-0.4	3.8	7.2	-7.1
Cc1ccc(C(=O)CSC2=C(C#N)C(c3ccco3)CC(=O)N2)c(C)c1 (centres undefined)	0.1	2.7	-21.6	15.0	-0.1	0.8	1.6	8.4	-0.2
CC1CCN(c2nc(NCc3ccco3)nc(N)c2[N+](=O)[O-])CC1	1.9	-2.7	-12.1	-2.7	-0.2	2.2	-8.5	-2.5	-1.7

An excerpt, so the mix of outcomes need not match the whole.
